Screening data from PubChem.
GPR55 antagonists – GPR55 antagonists blocking LPI-driven arrestin recruitment, primary screen, imaging, U2OS, beta-arrestin-GFP, LPI agonist (AID 2013); inhibition, % at 10 µM, or IC50 in µM where a hit was titrated; U2OS GPR55 beta-arrestin-GFP translocation imaging, LPI antagonism; higher % means a stronger effect; 290,000 tested, 0.13% active;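 active = spots per cell inhibited over 60%, with over 100 cells counted and total cytoplasm intensity under 500,000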;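 note: U2OS cells stably carrying GPR55 and arrestin-GFP stimulated by 5 µM LPI near EC80; imaged beta-arrestin-GFP aggregate spots per cell after agonist stimulation; plate controls were LPI-stimulated DMSO wells for no effect and DMSO wells without LPI for full effect; some results filed as inactive read as strong as hits; confirmed hits need IC50 under 10 µM and bright autofluorescent wells are also inconclusive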
KOR beta-arrestin-1 – KOR antagonists, beta-arrestin recruitment, cell-based, luminescence, uHTS (AID 1778); KOR beta-arrestin recruitment, luminescence, antagonist mode; higher % means a stronger effect; inhibition, % at 10 µM; hits with a dose series show IC50 in µM; 290,000 tested, 0.091% active; note: strong numbers were not always called active
KOR beta-arrestin-2 – KOR agonists, beta-arrestin recruitment, primary screen, cell-based, luminescence, uHTS (AID 1777); KOR beta-arrestin recruitment, luminescence; higher % means a stronger effect; activation, % at 10 µM; hits with a dose series show EC50 in µM; 280,000 tested, 0.02% active; in the data active = activation above about 50%, passing the limit was not always enough; note: a part of the inactive calls stands beside numbers as strong as those of hits
HEK293 NOD2/NF-kB – NOD2 signaling inhibitors, cell-based, luminescence, uHTS, HEK293 (AID 1566). HEK293 NOD2/NF-kB luciferase reporter, luminescence; higher % means a stronger effect. inhibition, % at 4 µM; hits with a dose series show EC50 in µM. 290,000 tested, 0.63% active; note: many of its hits are not listed in these tables
NOD1 inhibition – NOD1 signaling inhibitors, primary screen, cell-based, luminescence, uHTS (AID 1578); 290,000 tested, 1% active; one-dose inhibition, % at 4 µM; EC50 in µM for titrated hits; NOD1-driven NF-kB luciferase reporter cells, luminescence; higher % means a stronger effect; in the data active = inhibition mostly above about 36%, no sharp cut-off; inactive = mostly below about 34%;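 note: HEK-293T reporter cells stimulated with the NOD1 agonist gamma-tri-DAP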
GPR55 activation – GPR55 agonists via beta-arrestin recruitment, primary screen, imaging, U2OS cells, beta-arrestin-GFP redistribution (AID 1961); 290,000 tested, 0.048% active; U2OS GPR55 beta-arrestin-GFP redistribution imaging; higher % means a stronger effect; one-dose activation, % at 10 µM; EC50 in µM for titrated hits;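 active = activation above 40% with more than 50 cells counted in the well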;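 note: U2OS osteosarcoma cells stably expressing GPR55 and beta-arrestin-GFP; plate controls were DMSO negative control for no effect and LPI positive control for full effect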
SV40 large T antigen – SV40 large T antigen inhibitors, biochemical (AID 1903) | SV40 large T antigen ATPase/helicase inhibition assay; higher % means a stronger effect | inhibition, % at 20 µM; hits with a dose series show IC50 in µM | 310,000 tested, 0.39% active; in the data active = a potency from the dose series; note: strong numbers were not always called active
MgcRacGAP inhibition – MgcRacGAP GTPase-activating activity inhibitors, confirmation, biochemical, ADP Hunter fluorescence. MgcRacGAP-stimulated Rac1 GTP hydrolysis, ADP Hunter fluorescence; higher % means a stronger effect; GST-tagged Rac1 F28L mutant substrate. AID 624330. inhibition, % at 30 µM; hits with a dose series show IC50 in µM. 340,000 tested, 0.6% active;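 active = first-screen hits whose inhibition reached a set limit at any dose in the follow-up dose series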;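 note: fluorescence reports GDP produced by GAP-driven GTP hydrolysis; strong numbers were not always called active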
HIV peptide binding – cell-free HIV fusion peptide-binding blockers – biochemical, uHTS, fluorescence dequenching, primary screen (AID 1986). 290,000 tested, 0.3% active. cell-free peptide binding, fluorescence dequenching, 30 min; higher % means a stronger effect. one-dose inhibition, % at 20 µM; IC50 in µM for titrated hits; in the data active = inhibition mostly above about 52%, no sharp cut-off; inactive = mostly below about 76%; note: some results filed as inactive read as strong as hits
An asterisk follows results filed as active; / = no result given; & = joins results of further samples; [ ] = dose if it differs, or a comment. Cut-off read from the data, not from the text of the source, unless noted: active = inhibition above about 50%; inactive = the rest.

1) CN(C)C(=O)c1nnc(Cc2ccc(Cl)cc2)o1
2) COCCCNC(=O)Cn1nnc(-c2ccc(NC(=O)c3ccc(F)cc3)cc2)n1
3) Cc1ccccc1C(=O)Nc1nnc(CC(=O)N/N=C/c2ccncc2)s1
4) Nc1cc(-c2nn[nH]n2)ccc1F
5) Cc1ccc(NC(=O)CSc2ccc3nnc(-c4cccnc4)n3n2)cc1
6) S=C(NCc1ccccc1)Nc1ccc2ccccc2c1
7) C/C(=N/OC(=O)C1CC12CCC2)c1ccc(Br)cc1 (configuration not stated)
8) CCC(=O)N/C(=N/c1nc(C)cc(C)n1)Nc1ccc(C)cc1
9) CCOC(=O)/C(C#N)=C1/C=CN(C)C=N1
10) C#CCOCCOCCOCCNc1nc(N2CCN(C(=O)[C@H](Cc3ccc(O)cc3)n3cc([C@@H](N)CC(C)C)nn3)CC2)nc(N2CCN(C(=O)[C@H](Cc3ccc(O)cc3)n3cc([C@@H](N)CC(C)C)nn3)CC2)n1

Compound,1,2,3,4,5,6,7,8,9,10
GPR55 antagonists,7%,2%,1%,9%,10%,-6%,1%,-11%,6%,13%
KOR beta-arrestin-1,7%,-31%,-1%,-17%,17%,13%,0%,-34%,1%,5%
KOR beta-arrestin-2,-0.2%,-2.1%,1.8%,1.8%,5.5%,-3.0%,1.2%,-3.5%,-4.4%,-0.4%
HEK293 NOD2/NF-kB,-3%,7%,-14%,8%,14%,-18%,18%,6%,8%,-6%
NOD1 inhibition,-22%,32%,-8%,/,-34%,-46%,-7%,-2%,5%,-33%
GPR55 activation,0.3%,0.2%,-0.1%,-0.3%,-0.1%,-0.1%,-0.6%,-0.1%,0.0%,0.8%
SV40 large T antigen,2%,1%,-3%,1%,10%,21%,6%,3%,11%,7%
MgcRacGAP inhibition,0%,0%,/,-1%,10%,9%,14%,5%,1%,/
HIV peptide binding,1.8%,-3.5%,-0.3%,-0.5%,1.0%,-1.2%,-0.5%,-2.1%,-1.6%,-1.0%

5 of the compounds above, with values under each structure.
Below each compound – GPR55 antagonists	KOR beta-arrestin-1	KOR beta-arrestin-2	HEK293 NOD2/NF-kB	NOD1 inhibition	GPR55 activation	SV40 large T antigen	MgcRacGAP inhibition	HIV peptide binding
#5 Cc1ccc(NC(=O)CSc2ccc3nnc(-c4cccnc4)n3n2)cc1
 : 10%	17%	5.5%	14%	-34%	-0.1%	10%	10%	1.0%
#6 S=C(NCc1ccccc1)Nc1ccc2ccccc2c1
 : -6%	13%	-3.0%	-18%	-46%	-0.1%	21%	9%	-1.2%
#2 COCCCNC(=O)Cn1nnc(-c2ccc(NC(=O)c3ccc(F)cc3)cc2)n1
 : 2%	-31%	-2.1%	7%	32%	0.2%	1%	0%	-3.5%
#10 C#CCOCCOCCOCCNc1nc(N2CCN(C(=O)[C@H](Cc3ccc(O)cc3)n3cc([C@@H](N)CC(C)C)nn3)CC2)nc(N2CCN(C(=O)[C@H](Cc3ccc(O)cc3)n3cc([C@@H](N)CC(C)C)nn3)CC2)n1
 : 13%	5%	-0.4%	-6%	-33%	0.8%	7%	/	-1.0%
#1 CN(C)C(=O)c1nnc(Cc2ccc(Cl)cc2)o1
 : 7%	7%	-0.2%	-3%	-22%	0.3%	2%	0%	1.8%

Carrying on.
11) COc1ccc(NC(=O)c2cnn(-c3ccccc3)c2C)c(OC)c1
12) O=C(Nc1c(C(=O)N2CCOCC2)oc2ccccc12)c1cccc([N+](=O)[O-])c1
13) O=C(COc1ccc(Br)cc1CNCCc1ccccc1)NCc1ccccc1
14) CCOC(=O)Cc1csc(NC(=O)c2cc(C)cc(C)c2)n1
15) O=C(NC(=S)NCC1CCCO1)c1ccccc1Br (configuration not stated)
16) O=C(c1ccccc1F)N1CCCc2ccccc21
17) COCCCNC(=S)N/N=C/c1ccc(N(C)C)cc1Cl
18) COC(=O)c1ccc(CNC(=O)CSc2nnc(COc3ccccc3)n2C)o1
19) O=C(CCCNC(=O)c1ccc(Cl)cc1)Nc1cccc(F)c1
20) C/C(O)=c1/cnc2nc3ccccc3n2c1=O

Compound,11,12,13,14,15,16,17,18,19,20
GPR55 antagonists,4%,7%,14%,3%,4%,11%,11%,1%,4%,-6%
KOR beta-arrestin-1,14%,-46%,0%,-41%[20 µM],4%,-26%,-6%,-5%,-64%,8%
KOR beta-arrestin-2,4.4%,2.5%,-0.5%,-5.9%,8.6%,-0.8%,-6.0%,-3.5%,7.3%,-1.5%
HEK293 NOD2/NF-kB,-10%,16%,8%,20%,-6%,8%,6%,7%,-20%,-14%
NOD1 inhibition,2%,-25%,-25%,-1%,-14%,-30%,-1%,1%,8%,-23%
GPR55 activation,-0.1%,0.0%,0.2%,1.0%,0.4%,0.6%,0.0%,-0.1%,0.0%,-0.5%
SV40 large T antigen,7%,6%,10%,8%,5%,2%,8%,4%,3%,9%
MgcRacGAP inhibition,5%,3%,9%,9%,5%,9%,13%,1%,9%,7%
HIV peptide binding,-2.7%,-0.8%,-0.4%,2.8%,-1.3%,0.0%,-1.1%,-0.2%,-0.3%,-0.8%

21) Cc1cc(-n2nc(C)cc2C)n2nc(C)c(-c3ccc(Cl)cc3)c2n1
22) Cc1nnc(SCC(=O)NC(=O)Nc2ccc3c(c2)OCCO3)s1
23) CN(C)/C=C(/C(=O)c1ccc(Cl)cc1Cl)S(=O)(=O)c1ccc(Cl)cc1
24) O=c1c2ccccc2nnn1CSc1nc2ccccc2[nH]1
25) CC(NC(=S)NCc1ccc(F)cc1)C12CC3CC(CC(C3)C1)C2 (configuration not stated)
26) CCCc1ccc(NC(=O)C2CCN(c3cnccn3)CC2)cc1
27) CCN1CCN(Cc2c(C(=O)N/N=C(\C)c3ccc(Cl)c(Cl)c3)nnn2-c2nonc2N)CC1
28) CN1CC(=O)N2[C@H](c3ccc4c(c3)OCO4)c3[nH]c4ccccc4c3C[C@@H]2C1=O
29) CCc1cccc(CC)c1NC(=O)C[n+]1cccc(C(N)=O)c1
30) COc1ccc2c(OC)cc(=O)n(C)c2c1

Compound,21,22,23,24,25,26,27,28,29,30
GPR55 antagonists,6%,8%,11%,7%,8%,11%,11%,0%,-4%,1%
KOR beta-arrestin-1,-7%,-6%,-11%,9%,-34%[20 µM],-44%,-30%,16%,3%,-34%
KOR beta-arrestin-2,1.0%,-3.8%,-1.2%,-2.5%,/,1.6%,6.4%,-1.3%,-2.7%,0.8%
HEK293 NOD2/NF-kB,3%,-35%,3%,-38%,1%,-7%,-12%,35%,1%,5%
NOD1 inhibition,-27%,-26%,-24%,-31%,-1%,-23%,-35%,8%,-12%,-32%
GPR55 activation,0.0%,-0.6%,-0.3%,0.2%,-0.1%,0.2%,1.1%,-0.5%,0.5%,0.9%
SV40 large T antigen,9%,8%,9%,15%,3%,3%,12%,0%&1%,4%,-3%
MgcRacGAP inhibition,6%,6%,8%,8%,9%,-9%,/,-3%,6%,-3%
HIV peptide binding,2.1%,1.3%,8.3%,1.9%,-0.1%,-1.3%,0.3%,-1.2%,-1.1%,-2.0%

31) COC(=O)c1[nH]nc(C(=O)OC(C)(C)C)c1-c1ccccc1
32) COc1ccc(C(=O)Nc2ccc(NC(=O)c3ccccc3)cc2)cc1S(=O)(=O)N1CCOCC1
33) OCC1(Cc2ccccc2C(F)(F)F)CCN(Cc2ccncc2)CC1
34) CC(/C=N/NC(=O)c1ccncc1)=C\c1ccc(C(C)C)cc1
35) Cc1ccccc1Cn1c(=O)n(Cc2ccco2)c(=O)c2ccccc21
36) CC(C)C(=O)Nc1ccc(N2CCN(c3ccc(F)cc3)CC2)cc1
37) Cc1nc2sccn2c(=O)c1S(=O)(=O)NCCc1ccccc1
38) CCOc1ccc(-c2nc(C#N)c(NCc3ccco3)o2)cc1
39) O=C(NCCN1CCOCC1)c1cc([N+](=O)[O-])ccc1Cl
40) CCC(=O)Nc1ccc(C(=O)N/N=C/c2cccnc2)cc1

Compound,31,32,33,34,35,36,37,38,39,40
GPR55 antagonists,-10%,6%,2%,10%,-13%,8%,6%,-4%,-19%,7%
KOR beta-arrestin-1,17%,34%,8%,-16%,31%,-28%,7%[20 µM],-7%,-14%[20 µM],13%
KOR beta-arrestin-2,0.8%,-3.6%,-2.7%,-2.5%,19%,-5.6%,-4.7%,-1.6%,-7.6%,-4.6%
HEK293 NOD2/NF-kB,26%,6%,7%,-1%,-12%,6%,18%,12%,12%,-3%
NOD1 inhibition,-18%,-9%,7%,17%,/,-48%,-19%,-21%,7%,4%
GPR55 activation,0.3%,-0.2%,0.2%,-0.3%,0.0%,0.4%,0.8%,0.0%,-0.1%,-0.1%
SV40 large T antigen,10%,7%,/,7%,4%,17%,18%,14%,11%,6%
MgcRacGAP inhibition,4%,7%,6%,3%,1%,2%,8%,6%,4%,6%
HIV peptide binding,-0.2%,-1.7%,0.8%,-1.9%,0.7%,-1.0%,-0.4%,-2.3%,-1.5%,-1.5%

41) Cc1cc(C)nc(-n2nc(C)cc2NC(=O)CN2CCCC2)n1
42) CCn1c(=O)cc(OCC(=O)Nc2cccc(C)n2)c2ccccc21
43) CCOC(=O)Cn1c(-c2ccccc2)cc(SC)c(C#N)c1=O
44) COc1cccc(NC(=O)c2nnn(CC(=O)Nc3cc(C)cc(C)c3)c2N)c1
45) Cc1nc2ccc(S(=O)(=O)Nc3ccccc3C)cc2s1
46) Cc1ccsc1/C=N\NC(=O)c1n[nH]c2c1CCC2
47) COc1cc(CN2CCN(Cc3ccc(C)cc3)C(CCO)C2)cc(OC)c1O (configuration not stated)
48) CCOc1nc(OCC)nc(-n2cc(-c3ccccc3)nn2)n1

Compound,41,42,43,44,45,46,47,48
GPR55 antagonists,-4%,11%,0%,2%,3%,-7%,11%,11%
KOR beta-arrestin-1,-8%,37%,2%,-40%,-2%,-43%,10%,2%
KOR beta-arrestin-2,-15%,-9.7%,-5.4%,1.9%,-8.7%,-1.6%,1.3%,-2.6%
HEK293 NOD2/NF-kB,-34%,14%,4%,-11%,-11%,-63%,-2%,-5%
NOD1 inhibition,-52%,-30%,12%,13%,32%,31%,-17%,-1%
GPR55 activation,-0.3%,-0.2%,0.0%,-0.3%,-0.2%,-0.2%,0.7%,-0.1%
SV40 large T antigen,8%,-2%,6%,9%,9%,1%,9%,6%
MgcRacGAP inhibition,2%,2%,6%,8%,1%,4%,-6%,9%
HIV peptide binding,-1.7%,-2.9%,-2.3%,1.3%,-2.8%,1.8%,1.4%,5.4%

Only part of the results is shown. The share of hits here may be higher or lower than overall.
